Assay outcomes (PubChem BioAssay)
Lamin A splicing: changes lamin A minigene splicing in HeLa cells | HeLa LMNA splicing GFP/RFP minigene ratio, 48 h | Potency, µM (highest dose often 46.1 µM), without a hit: at the highest dose ratio change, negative = inhibition, most hits filed as inhibitors | 200,000 tested, 0.01% active; active means well fitted inhibition curve with a large enough effect in the signal ratio, with a control signal flat, not every such curve was filed as active; inconclusive means small, poorly fitted or top-dose-only effect, or effect the other way, or a change in a side signal; the % refers to the signal ratio; further: potency means the concentration at half of the fitted maximal effect; on the % scale 0 is the no-effect control and ±100 the full control effect
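S3 HeLa cells stably expressing lamin A-EGFP splicing minigene plus DsRed2, 600 cells/well, 48 h compound exposure at 37C. Laser-scanning cytometry; analysed as GFP (500-530 nm)/RFP (575-640 nm) total intensity ratio; 0.5% DMSO vehicle.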
GAA inhib: blocks human lysosomal alpha-glucosidase | P10253 | purified human GAA, 4-MU-alpha-glucoside fluorescence | Potency, µM (highest dose often 76.9 µM), inactives show at the highest dose activity change, negative = inhibition, usual class: inhibitors | 200,000 tested, 0.005% active;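 further: potency means the concentration at half of the fitted maximal effect; plate controls were uninhibited enzyme wells for no effect and no-enzyme background for full effect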
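AC50 values come from Hill fits of compound titrations (up to 77 uM) against 4 nM human enzyme. Substrate 4-methylumbelliferyl-alpha-D-pyranoside at 400 uM, pH 5.0 citrate buffer, 20 min room temperature; fluorescence Ex 365/Em 440 after alkaline stop.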
CBFb RUNX1 block: inhibitors of human CBF-beta and RUNX1 interaction | AlphaScreen CBFb-His/RUNX1-biotin binding, biochemical | Potency, µM (top dose mostly 59.8 µM), for inactives: at the top dose activity, negative = inhibition, usual class: inhibitors | 230,000 tested, under 10 active; further: % of control where 0% means no effect
Target sequence (Q01196 whole entry, looked up): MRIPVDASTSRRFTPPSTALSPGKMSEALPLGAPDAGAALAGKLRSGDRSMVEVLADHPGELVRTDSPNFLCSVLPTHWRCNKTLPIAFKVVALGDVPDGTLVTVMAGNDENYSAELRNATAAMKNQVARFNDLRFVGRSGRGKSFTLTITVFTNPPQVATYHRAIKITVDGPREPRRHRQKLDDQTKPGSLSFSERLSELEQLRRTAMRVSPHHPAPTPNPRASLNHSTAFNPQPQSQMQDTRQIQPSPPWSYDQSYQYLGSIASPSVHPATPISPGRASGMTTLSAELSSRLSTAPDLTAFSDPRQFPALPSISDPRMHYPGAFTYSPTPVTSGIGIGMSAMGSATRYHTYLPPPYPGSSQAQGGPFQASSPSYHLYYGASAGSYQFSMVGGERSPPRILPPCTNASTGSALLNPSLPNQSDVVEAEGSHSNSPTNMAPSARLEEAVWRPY
Target sequence (Q13951 whole entry, looked up): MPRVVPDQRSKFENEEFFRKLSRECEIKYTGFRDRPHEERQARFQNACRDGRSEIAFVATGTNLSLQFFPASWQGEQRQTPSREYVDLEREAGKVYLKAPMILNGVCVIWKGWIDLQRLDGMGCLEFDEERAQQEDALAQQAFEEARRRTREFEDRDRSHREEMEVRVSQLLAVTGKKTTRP
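CBF-beta (His) and RUNX1 (biotin), 30 nM each; 20 min preassociation; + compound, 15 min; + beads 50 ng each (Ni, streptavidin), 90 min; RT; AlphaScreen read.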
aGlu spleen mod: lysosomal alpha-glucosidase (human) modulation. P10253. human spleen homogenate, 4-MU-alpha-glucoside fluorescence. Potency, µM (top dose mostly 79.9 µM), for inactives: at the highest dose activity change, negative = inhibition, hits mostly inhibitors. 240,000 tested, 0.006% active;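 further: potency means the concentration at half of the fitted maximal effect; 0% = enzyme with vehicle and -100% = no enzyme basal signal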
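Human spleen homogenate (1 ug) with 4-methylumbelliferyl-alpha-D-glucopyranoside (1 mM final) in 50 mM citrate/phosphate pH 5.0, 0.01% Tween-20; 40 min at 37 C. Stopped at pH 10; 4-MU fluorescence Ex 365/Em 440 nm; AC50 by Hill fit.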
HTT cytoprotect: cytoprotection in Huntington HTT-Q103 PC12 cell model. PC12 HTT-Q103 induced, cytoprotection, ATP luminescence, 40 h. Potency, µM (titrated, usually from 56.4 µM), for the others: cytoprotection (ATP increase), actives largely listed as activators. 230,000 tested, 0.14% active;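 further: potency means the concentration at half of the fitted maximal effect; % of control where 0% means no effect; nearly all actives have a fitted effect of over 45% in size; toxic huntingtin expression switched on by the ecdysone agonist tebufenozide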
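ATP quantification (ATPlite) reports survival of PC12 cells in which tebufenozide, 100 nM final, switches on Htt exon 1 with 103 glutamines linked to GFP; compounds are titrated.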
GAA glycogen: GAA glycogen-cleavage inhibition or activation; recombinant GAA, glycogen substrate, Amplex Red glucose oxidase fluorescence; Potency, µM (top dose mostly 76.4 µM), without a hit: at the top dose activity change, negative = inhibition, actives largely listed as inhibitors; 300,000 tested, 0.38% active;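 further: potency means the concentration at half of the fitted maximal effect; 0% = full enzyme reaction and -100% = no-enzyme basal signal; the screen sought inhibitors and activators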
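qHTS, 1536-well; enzyme 4 nM final; cpd up to 77 uM; substrate bovine liver glycogen 30 ug; 50 mM citrate/phosphate pH 5.0, 0.01% Tween-20; 37 C, 40 min; Amplex Red detection 45 min RT; Hill fit → AC50.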
HTT aggregate: mutant huntingtin aggregation inhibition; PC12 HttQ103-GFP aggregates, Acumen cytometry, 40 h; Potency, µM (top dose mostly 46.1 µM), inactives show top-dose activity change, negative = inhibition, hits mostly inhibitors; 220,000 tested, 1.1% active; AID 1688; further: potency means the concentration at half of the fitted maximal effect; on the % scale 0 is the no-effect control and ±100 the full control effect; nearly all actives have a fitted effect of over 60% in size
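Quantitative HTS on tebufenozide-induced (100 nM) PC12 cells stably expressing polyQ103 Huntingtin exon 1–GFP. Reduction of bright GFP aggregates, detected by laser scanning cytometry after lysis, identified actives across the titration.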
An asterisk follows results filed as active; ? = inconclusive; nt = not tested or not shown; & = joins results of further samples; [ ] = dose if it differs, or a comment. Unless noted, the call rests on the fitted dose curve; in most records, active means well fitted curve in the direction sought with a large enough effect; inconclusive means small, poorly fitted or top-dose-only effect, or another doubt; inactive means no such curve, though single readings can be large; an effect the other way counts as inactive or inconclusive.

compound,Lamin A splicing,GAA inhib,CBFb RUNX1 block,aGlu spleen mod,HTT cytoprotect,GAA glycogen,HTT aggregate
CCc1nnc(NC(=O)CSc2nnc(-c3ccc(S(=O)(=O)N(CC)CC)cc3)n2CC)s1,0%,-3%,-2%,0%,-10%,-6%,-1%
CN1CC=C2C(C#N)=C(N)C(C#N)(C#N)C(Cc3ccccc3)C2C1 (stereo not drawn),-14%,?,6%,-3%,-3%[10 µM],?,-3%
Cc1cc(C)n(-c2ccc(C(F)(F)F)cc2[N+](=O)[O-])n1,nt,?,0%,7%,?,5%,6%
O=C1NCCc2c1[nH]c1c(Cl)ccc(Cl)c21,-7%,-1%,5%,5%,5%[0.074 µM],4%,?
O=C(Nc1ccc2c(c1)OCCO2)c1c(F)c(F)c(F)c(F)c1F,12%,3%,5%,-8%,9%,0%,-2%
OCCN1CCOCCN(CCO)CCN(CCO)CC1,3%,5%,1%,-5%,0%[10 µM],3%,-12%
Cc1ccccc1Cn1cc(S(=O)(=O)CC(=O)Nc2nccs2)c2ccccc21,?,-4%,0%,0%,?,-4%,?
CCOC(=O)N1CCN(c2c(Nc3ccc4c(c3)OCCO4)c(=O)c2=O)CC1,-2%,-5%,-2%,-6%,-16%,29%,3%
O=C1C(=O)N(CCN2CCOCC2)C(c2ccccn2)/C1=C(/O)c1ccc(Cl)cc1 (stereo not drawn),1%,-2%,?,-3%,-15%[0.074 µM],-1%,-4%
CC(=O)Nc1nonc1-c1ccccc1,4%,-3%,2%,2%,-16%,1%,-2%
N#Cc1ccccc1NC(=O)CSc1nnc(-c2ccccc2O)n1-c1ccccc1,-25%,-3%,8%,3%,2%,5%,-24%
CN=C1c2cc3cc(OC)ccc3n2CCN1Cc1ccccc1,-17%,-1%,7%,-5%,-35%,-6%,4%
O=C(Nc1nc2ccccc2[nH]1)c1cc2ccccc2o1,-8%[46 µM],8%,-3%,0%,-186%[inhibitor],19%,5%[9.22 µM]
N#C/C(=C\c1ccc[nH]1)C(=O)N1CCCCC1,nt,3%,9%,-6%,10%[10 µM],2%,1%[9.22 µM]
COc1ccc(C(C)(C)C)cc1NC(=O)Cn1cnnn1,nt,-14%,3%,0%,10%,9%,-4%
COCCCNC(=O)CSc1nc2sc(C(=O)OC)c(C)c2c(=O)n1N,nt,3%,-4%,1%,-15%,1%,?
CC1(C)CC(=O)C=C(NCCCNC2CCCCC2)C1,?,11%,-2%,-2%,14%,2%,2%
Cc1ccc(C(=S)NCS(=O)(=O)c2ccc(C)cc2)cc1,-3%,4%,1%,-4%,6%,7%,12%
COc1ccc(CCn2c(C)cc(C(=O)CSc3nc(N)cc(=O)[nH]3)c2C)cc1,1%,1%,-15%,-3%,-59%[inhibitor],1%,7.1µM*
Fc1ccc(CN2CCN3CCCC3C2C2CCCCC2)cc1F (stereo not drawn),7%[0.0737 µM],5%,1%,2%,-4%,5%,7%
CC1=C(C#N)C(c2ccccc2O)C(C#N)=C(C)N1,-21%[46 µM],0%,14%,0%,-20%,-22%,8%
O=C(O)CC(CC(=O)Nc1ccc(-n2ccc(C(F)(F)F)n2)cc1)c1ccccc1 (stereo not drawn),nt,nt,17%,0%,-12%[10 µM],8%,4%[9.22 µM]
Cc1cc(C)nc(NC(=O)c2csnn2)c1,?,10%,-1%,-1%,-5%,-11%,-7%
Cc1ccc(C)c(Oc2nnnn2-c2ccccc2)c1,0%,-9%,17%,-7%,17%,-5%,-10%
N=C1C(c2nc(-c3cccc([N+](=O)[O-])c3)cs2)=C(O)CN1NC(=O)c1ccco1,-10%[46 µM],11%,-14%,-3%,-29%,6%,13%
N#CC(C#N)=C/C(C#N)=C(/N)N1CCN(c2ccc(Cl)cc2)CC1,10%,1%,6%,1%,-3%,1%,-4%
N#Cc1ccccc1OCC(=O)NC(=O)NCc1ccco1,nt,nt,-4%,7%,7%[10 µM],0%,-10%[9.22 µM]
Cc1ccc(SCCC(=O)NC2CC2)cc1,2%[46 µM],?,-2%,-7%,15%[10 µM],-3%,10%[9.22 µM]
Cc1ccc(S(=O)(=O)NCCCNS(C)(=O)=O)cc1,0%,1%,0%,-8%,11%,-10%,-7%
O=C(NC(=S)Nc1ccc(N2CCOCC2)c(Cl)c1)c1cncc(Br)c1,?,2%,0%,-6%,nt,-4%,3%
CC(=O)c1sc(N/N=C\c2cccc(Br)c2)nc1C,-2%,4%,-21%,7%,-1%[10 µM],?,-14%
CSc1nc2ncc(C#N)cn2n1,3%[46 µM],-3%,-10%,-5%,?,3%,-8%
CCCCCCCCC#CCC#CCC#CCCCC(=O)O,nt,nt,0%&20%,3%&2%,-12%&13%,nt,nt
CCCN1C(=O)c2cc(C(=O)Nc3ccccc3CC)ccc2C1O (stereo not drawn),-1%,-2%,-2%,2%,-6%,2%,-11%
COc1ccc(OC)c(S(=O)(=O)Nc2ccccc2SC)c1,-3%,?,1%,-3%,18%[10 µM],6%,12%
Cc1[nH]c2ccc(CNS(=O)(=O)c3ccc(S(=O)(=O)N4CCOCC4)cc3)cc2c1C,15%,?,-3%,-8%,-5%[10 µM],-17%,-25%
COc1ccc(Cn2c(O)c(C=Nc3ccc(OC)cc3)c3ccccc3c2=O)cc1,-5%,7%,15%,5%,20%[10 µM],-4%,20%
COc1ccc(S(=O)(=O)N[C@H](C(=O)O)C(C)C)cc1,1%,-5%,3%,-5%,-12%[10 µM],3%,0%
CCCCC(=O)NC(=S)Nc1ccc(Cl)c(C(=O)O)c1,nt,9%,-1%,4%,14%[10 µM],-9%,17%[9.22 µM]
CCC(=O)OCCn1c(=O)c2cc3c(=O)n(CCOC(=O)CC)c(=O)c3cc2c1=O,-5%,?,7%,-2%,7%[10 µM],2%,0%

Only HTT aggregate, for 2 of the compounds above:
smiles | HTT aggregate
COc1ccc(OC)c(S(=O)(=O)Nc2ccccc2SC)c1 | 12%
Cc1ccc(C)c(Oc2nnnn2-c2ccccc2)c1 | -10%

Going on with the list:
compound,Lamin A splicing,GAA inhib,CBFb RUNX1 block,aGlu spleen mod,HTT cytoprotect,GAA glycogen,HTT aggregate
O=C(CSc1nc2ccccc2c(=O)[nH]1)c1ccccc1,-15%,0%,-5%,-3%,17%[10 µM],1%,9%
C[C@]1(C(=O)NCC2CC2)C=C[C@@H](Cc2ccccc2)N1C(=O)c1ccccc1,nt,nt,-5%,-9%,?,nt,nt
COC(=O)Cc1c(C)c2c(O)cc(C)cc2oc1=O,2%,?,4%,5%,6%,-3%,4%
CN(C(=O)c1ccccc1C(=O)OCC(=O)NC(=O)NC(C)(C)C)C1CCCCC1,nt,-9%,-6%,-10%,-10%,-66%,0%
COc1ccccc1CNC(=O)CCCNS(=O)(=O)c1cccc2nsnc12,6%,0%,1%,-7%,-21%,5%,6%
O=S(=O)(Cc1ccccc1)Cc1cnc(Cl)s1,?,-7%,7%,-3%,-23%,12%,3%
Cc1ccc2oc(-c3cccc(N)c3)nc2c1,nt,1%,-4%,-3%,-40%[inhibitor][10 µM],-7%,-5%
Cc1cc2oc(C(=O)NCc3ccc4c(c3)OCO4)c(C)c2cc1C,7%,-10%,10%,-7%,-12%,2%,10%
Cc1cccc(N2CCN(C(=O)/C=C/c3cccs3)CC2C)c1 (stereo not drawn),nt,-2%,-1%,0%,-74%[inhibitor],-27%,-12%
CCOC(=O)C1CCCN(c2c(NCC3CCCO3)c(=O)c2=O)C1 (stereo not drawn),-1%,-6%,-2%,2%,-4%,25%,-4%
C/C(=N/NC(=S)Nc1cccc(C)c1)c1cccc([N+](=O)[O-])c1,nt,-7%,1%,-1%,nt,-14%,nt
Cc1ccc(OCC(=O)N2CCN(c3ccc([N+](=O)[O-])c(N4CCOCC4)c3)CC2)cc1,-1%,-5%,-9%,-4%,-27%,9%,-3%
CC(=O)NCCNC(=O)C1CCCCN1S(=O)(=O)c1ccccc1 (stereo not drawn),10%[46 µM],1%,-7%,0%,-34%,-5%,0%
Oc1ccc(Nc2nc(-c3ccc(Cl)cc3)cs2)cc1,nt,nt,-30%&-20%,-11%&-5%,-53%[inhibitor],nt,nt
COc1cccc(N2CC(C(=O)OC(C)C(=O)c3ccccc3)CC2=O)c1 (stereo not drawn),-2%,1%,3%,8%,10%,4%,-30%
CS(=O)(=O)N1CCN(C(=O)COc2ccccc2)CC1,nt,-4%,15%,-4%,-10%[10 µM],-15%,-1%[9.22 µM]
Cc1ccc(Sc2ccc(CO)cc2[N+](=O)[O-])cc1,19%[46 µM],-11%,-22%,nt,-4%,-15%,-19%
O=C1CC(c2cccc(F)c2)SC(N(c2ccccc2)c2ccccc2)=N1 (stereo not drawn),-1%,-3%,0%,0%,-14%,4%,5%
Cc1[nH]c(C(=O)O)c(C)c1C(=O)OC(C)C,5%,1%,-1%,-6%,-11%,6%,-8%
CC(C)NC(=O)Cn1c(SCC(=O)N2c3ccccc3CC2C)nc2ccccc21 (stereo not drawn),4%,-3%,2%,-7%,-13%[10 µM],-1%,14%
Cc1ccc(N=c2c([N+](=O)[O-])nn(-c3ccc(Cl)cc3)n2O)cc1C,nt,-8%,?,-9%,-42%[inhibitor],13%,-23%
O=C1c2ccccc2C(=O)C12OC2c1ccc(Cl)cc1Cl (stereo not drawn),8%,6%,-1%,5%,27%[10 µM],10%,25µM*
CCc1[nH]nc2c1C1(C(=O)N(Cc3ccccc3)c3ccccc31)C(C#N)=C(N)O2 (stereo not drawn),-8%,-7%,0%,-2%,7%,2%,13%
CCOC(=O)CCSCC(=O)Nc1nnc(C)s1,-3%,2%,8%,-10%,10%,-3%,7%
Cc1cc(N2CCOCC2)c2c(N)cc(C)c(C)c2n1,12%,-3%,-3%,0%,16%,0%,-18%[9.22 µM]
